Bioassay records as filed in PubChem.
SRC1 TRFRET art: TR-FRET artefact, counter-screen to PPARgamma/SRC-1 agonist assay | 99,000 compounds, 0.34% hits | TR-FRET detection artefact counter-screen, emission ratio; stronger effect = higher value | TR-FRET ratio at 8 µM; in the data active = TR-FRET ratio above about 2300; also: inactives centre near 1800; reference of the scale not given here
SRC3 TRFRET art: flags TR-FRET format artefacts in PPARgamma SRC-3 recruitment agonist screen; TR-FRET ratio at 8 µM; 99,000 compounds, 0.39% hits; TR-FRET artefact counter-screen, PPARgamma/SRC-3 format; stronger effect = higher value; in the data active = TR-FRET ratio above about 2000; also: inactives centre near 1600; reference of the scale not given here
* = called active by the depositor; i = inactive; & = joins results of further samples. Only part of the results is shown, so the mix of outcomes need not match the whole.

mol | SRC1 TRFRET art | SRC3 TRFRET art
CN(C(=O)CCc1nnc(CCCCc2ccccc2)o1)C1CC(C)(C)NC(C)(C)C1 | 1800 | 1639
C=CCOC(=O)COc1ccc2c(C)c(C)c(=O)oc2c1 | 1960 | 1489
CCOC(=O)C(C)Sc1nnc(NC(=O)c2cccc([N+](=O)[O-])c2C)s1 (stereo not drawn) | 2062 | 1387
CCOC(=O)N1CCN(c2ccc(Cl)cc2)CC1 | 1892 | 1552
CCCCN(C)C(=O)c1c[nH]c2ccc(S(=O)(=O)N3CCOCC3)cc2c1=O | 1609 | 1632
COc1cc(NC(=O)CSc2nc3ccccc3n2-c2ccccc2)c(C)cc1[N+](=O)[O-] | 1905 | 1536
CC1CCC(C(=O)NNC(=O)c2cc(-c3ccco3)[nH]n2)CC1 (stereo not drawn) | 1886 | 1461
CCC(=O)N(Cc1ccc(S(N)(=O)=O)cc1)C1CC(=O)N(c2ccccc2)C1=O (stereo not drawn) | 1774 | 1593
COC(=O)c1ccc2c(=O)n(Cc3ccc(C(=O)NC(C)C)cc3)c(=S)[nH]c2c1 | 1626 | 1456
CCc1ccccc1NC(=O)c1cccc(NC(=O)/C=C/c2ccco2)c1 | 1553 | 1534
COCCCn1c(SCC(=O)O)nc2cc(OC)c(OC)cc2c1=N | 2034 | 1577
CCOC(=O)NC(=O)/C(C#N)=C\Nc1ccc(Cl)cc1Cl | 1769 | 1443
NS(=O)(=O)c1ccc(CCNC(=O)CCCCCn2c(=S)[nH]c3ccc(Br)cc3c2=O)cc1 | 1894 | 1731
CN(C)S(=O)(=O)N(CC(=O)NCCSCc1ccccc1)c1ccccc1 | 1927 | 1689
CCn1c(=O)c(-c2nc3ccccc3[nH]2)c(O)c2ccccc21 | 2196 | 1656
CCCC(=O)Nc1nnc(SCC(=O)Nc2ccc3c(c2)OCCO3)s1 | 1743 | 1390
Cc1ccc(OCC(=O)N2CCN(S(=O)(=O)c3ccccc3[N+](=O)[O-])CC2)cc1 | 1787 | 1679
Cc1ccccc1NC(=O)C1c2ccccc2Oc2ccccc21 | 1788 | 1587
O=C(Nc1cc(Cl)ccc1Oc1ccccc1)c1ccccc1F | 1641 | 1559
COc1cc(S(=O)(=O)n2cnc(C)c2)ccc1Cl | 1712 | 1649
C/C(=N/Nc1nc(-c2ccccc2)cc(-c2ccccc2)n1)c1ccc(N)cc1 | 1918 | 1523
CC(=O)Nc1ccc(C(=O)OCC(=O)Nc2ccccc2Sc2ccccc2)cc1 | 1610 | 1546
Cc1c(N=C2SCC(=O)N2/N=C\c2ccc(Br)cc2)c(=O)n(-c2ccccc2)n1C | 1779 | 1586
O=C(O)CCCn1cc(NC(=O)c2c(F)cccc2F)cn1 | 1777 | 1533
CN(C)S(=O)(=O)c1cccc(NC(=O)COC(=O)c2c[nH]c(=O)[nH]c2=O)c1 | 1999 | 1499

More results
mol | SRC1 TRFRET art | SRC3 TRFRET art
CCOC(=O)C1C(=O)NC(SCC(N)=O)=C(C#N)C1c1ccccc1OCC (stereo not drawn) | 1827 | 1668
Cc1ccc(/C([O-])=C(/C(=S)NCCN2CCOCC2)[n+]2ccccc2)cc1[N+](=O)[O-] | 1809 | 1605
O=C(CSc1ccc2ccccc2c1)Nc1nc2ccccc2[nH]1 | 2026 | 1623
O=C(Cc1ccccc1)NCC(=O)OCC(=O)c1ccc(Cl)c([N+](=O)[O-])c1 | 1896 | 1854
N#CC1=C(N)n2c(s/c(=C\c3cccs3)c2=O)=C(C#N)C1c1cccs1 (stereo not drawn) | 1748 | 1494
CN(C)CCCN1c2ccccc2Sc2ccc(C(F)(F)F)cc21 | 1790 | 1615
S=C(Nc1cccc(Cl)c1)N1CCN(Cc2ccccc2)CC1 | 2040 | 1737
O=S(=O)(c1ccc(NC(=S)NC2CC2)cc1)N1CCOCC1 | 1759 | 1652
CN1CCN(c2ncc(CN3C(=O)c4ccccc4C3=O)s2)CC1 | 2015 | 1580
CC(=O)NC1(c2nnnn2CCOC(=O)Nc2ccc(Cl)cc2)CCCC1 | 1977 | 1750
CCOC(=O)C(C)n1nc(-c2ccccc2)c2ccccc2c1=O (stereo not drawn) | 1724 | 1552
CCCC(c1nnnn1C(C)(C)C)N1CCN(c2ccccc2)CC1 (stereo not drawn) | 1809 | 1630
CCOc1ccc(CCNC(=O)COC(=O)c2nc3nc(C)cc(C)n3n2)cc1OCC | 1732 | 1665
COc1ccccc1NC(=O)C1=C(C)NC(=O)NC1c1ccccc1F (stereo not drawn) | 1581 | 1261
O=C(Nc1nc(-c2nc3ccccc3s2)cs1)c1ccco1 | 1863 | 2003
Cc1ccc(C(=O)Nc2ccc(N3CCCC3)cc2)cc1 | 1942 | 1531
COc1ccc(OC)c(S(=O)(=O)N(C)CC(=O)O)c1 | 1903 | 1361
N#C/C(=C/c1ccc(-c2ccc(S(N)(=O)=O)cc2)o1)C(=O)Nc1ccccc1 | 1950 | 1486
CCCn1c(C)cs/c1=N\C(=S)Nc1ccccc1 | 1865 | 2212*
CC1CC(Nc2ccccc2)c2ccccc2N1C(=O)c1ccncc1 (stereo not drawn) | 2041 | 1851
COC(=O)N/N=C\c1ccc(OC(=O)c2ccco2)cc1 | 1952 | 1561
COc1ccc(-c2nnc(SCc3nnc(-c4cccs4)o3)n2CC2CCCO2)cc1 (stereo not drawn) | 1662 | 1464
CCN(C(=O)CN1CCOCC1)c1c(N)n(Cc2ccccc2)c(=O)[nH]c1=O | 1793 | 1542
COc1ccc(C(=O)NC(=S)NCCc2ccccc2)cc1 | 1532 | 1329
O=C(C1CC1)N1CCc2cc(Br)cc(S(=O)(=O)NCCCN3CCCC3)c21 | 1937 | 1583

Following part:
mol | SRC1 TRFRET art | SRC3 TRFRET art
COCCNC(=O)COC(=O)c1cccnc1SC | 1846 | 1513
O=C(COS(=O)c1ccccc1)Nc1cc(Cl)ccc1N1CCOCC1 (stereo not drawn) | 2027 | 1700
O=[N+]([O-])c1ccc(COc2ccc(-c3[nH]ncc3-c3ccccc3)c(O)c2)cc1 | 2162 | 1680
Cc1ccc(NC(=O)c2cccs2)cc1S(=O)(=O)N(C)C | 1742 | 1617
C=CCN(CC=C)C(=S)NC(=O)/C=C/c1ccc(OC)cc1 | 1805 | 1609
CCc1ccc(NC(=O)c2cnc3scc(C)n3c2=O)cc1 | 1817 | 1655
O=S(=O)(c1ccc(Cl)cc1)N1CCN=C1SCc1cccc(Cl)c1 | 1905 | 1576
CCCCN(C)CCCNC(=O)Cn1c(=O)sc2ccccc21 | 1432 | 1622
COc1ccc(/C=C/C(=O)NCCSCc2ccco2)cc1 | 1554 | 1427
Cc1ccc(N2C(=O)C3NN=C(C(=O)OCc4ccccc4)C3C2=O)cc1 (stereo not drawn) | 1896 | 1707
c1ccc(CN2CCN(CCOCCOc3cccc4ccccc34)CC2)cc1 | 1798 | 1687
O=C(N/N=C/c1cccnc1)c1cccc(S(=O)(=O)N2CCCC2)c1 | 1877 | 1494
CCOC(=O)c1sc2nc(C)cc(-c3ccccc3)c2c1N | 1823 | 1472
Cc1nc(N2CCN(c3ccccc3)CC2)[nH]c(=O)c1CCC(C)C | 1843 | 1572
C#CCOCCOCCOCCNc1nc(N2CCN(C(=O)[C@H](C(C)C)n3cc(CCO)nn3)CC2)nc(N2CCN(C(=O)[C@H](CCCCN)n3cc(CCCC)nn3)CC2)n1 | 1819 | 1576
O=C(Nc1ccc(Cl)cc1)N(Cc1nc2ccccc2c(=O)[nH]1)Cc1cccs1 | 1774 | 1668
Cc1ccc(-c2csc3ncnc(Oc4ccc5c(C)cc(=O)oc5c4)c23)cc1 | 1602 | 1613
CN(Cc1ccccc1)CC(O)COc1ccc(CNCCc2ccncc2)cc1 (stereo not drawn) | 1948 | 1797
FC(F)(F)c1ccccc1NC(=S)NC1CCN(Cc2ccccc2)CC1 | 1476 | 1585
CCc1ccc(N2CC(C(=O)N/N=C/c3cc([N+](=O)[O-])ccc3O)CC2=O)cc1 (stereo not drawn) | 1509 | 1487
Cc1ccc2cc(/C=C(\C#N)C(N)=O)c(N3CCCCC3)nc2c1 | 1736 | 1618
C/C(=N\NC(=O)c1cccc(N/N=C(\C)c2ccco2)c1)c1ccco1 | 1806 | 1468
Cc1ccc(S(=O)(=O)N/N=C/c2c(F)cccc2Cl)cc1 | 1588 | 1411
O=C(Cc1cc(=O)[nH][nH]1)N/N=C/c1cccc2ccccc12 | 1899 | 1643
Cc1cc(C)c2c(N=NN3CCOCC3)[nH]nc2n1 | 1593 | 1552

(cont.)
mol | SRC1 TRFRET art | SRC3 TRFRET art
O=C(NNC(=O)c1cccc(-n2cnnn2)c1)c1ccccc1 | 1525 | 1559
C=CCc1ccc(OCC(O)CN2CCN(Cc3ccccc3)CC2)c(OC)c1 (stereo not drawn) | 1751 | 1539
CCN(C(=O)Cc1nc(N)n[nH]1)C1(C(=O)Nc2ccccc2)CCCCC1 | 1868 | 1492
O=c1cc(N2CCCCC2)c(-c2ccccc2)nn1Cc1ccc(F)cc1 | 1748 | 1391
COc1ccc2nc(C)cc(SCC(=O)N/N=C/c3ccccc3)c2c1 | 1462 | 1434
CC(C)N1CCc2c(sc(NC(=O)CCc3ccccc3)c2C(N)=O)C1 | 1877 | 1607
CCc1ccc(NC(=O)CN(N=Nc2nonc2C)c2nonc2C)cc1 | 1630 | 1619
CCO[C@@H]1OC(C(=O)NCc2ccccc2)=C[C@H](C)[C@H]1CCCO | 1996 | 1606
Nc1nc2ccc(OC(F)(F)F)cc2s1 | 1372&1800 | 1578&1589
CC(OC(=O)c1cc2c(ccc3ccccc32)oc1=O)c1nc2ccccc2s1 (stereo not drawn) | 1650 | 1613
COc1ccc(C(=O)C2CCCN(Cc3ccc4nonc4c3)C2)cc1OC (stereo not drawn) | 1898 | 1705
CC1CCN(C(=O)/C=C/c2ccc(C(C)(C)C)cc2)CC1 | 1884 | 1795
Brc1cccc(CNc2nc3ccccc3n2CCN2CCOCC2)c1 | 1642 | 1559
CCOC(=O)c1ccc(NNC(C)=O)c([N+](=O)[O-])c1 | 1808 | 1835
O=C(c1cccc(Br)c1)c1conc1C(=O)c1ccco1 | 1715 | 1619
COc1cc(CC(=O)OCC(=O)Nc2cc([N+](=O)[O-])ccc2Cl)cc(OC)c1OC | 1787 | 1621
COc1ccccc1NS(=O)(=O)c1ccc(Cl)cc1 | 1832 | 1529
COc1ccccc1NC(=O)c1ccc(NC(=O)CN2CCN(C(=O)c3ccco3)CC2)cc1 | 1965 | 1668
Cc1cc(Cl)c(S(=O)(=O)N2CCCC2)cc1OCC(N)=O | 1819 | 1347
Cc1nn(Cc2ccccc2)c(C)c1C(=O)NCCN1C(=O)S/C(=C\c2ccc(F)cc2)C1=O | 1908 | 1490
CCC(=O)NCc1c(C)c(C)n(Cc2ccccc2)c1-n1cccc1 | 1723 | 1432
N#CC(C(=O)NC1CCCCC1)=C1CCCCC1 | 1738 | 1426
O=C(O)CCCN=CC1=C(O)CNC1=O | 1906 | 1450
COc1ccc(C2CC(c3ccccc3)=NN2C(=O)COC(=O)C2CC2)cc1 (stereo not drawn) | 1692 | 1443
COc1cc2c(cc1C1NC(=S)NC(C)=C1C(N)=O)CCCC2 (stereo not drawn) | 1747 | 1642

The list goes on.
mol | SRC1 TRFRET art | SRC3 TRFRET art
Nc1ncnc(Oc2cccc3cccnc23)c1[N+](=O)[O-] | 1760 | 1499
O=C1CCc2ccc(OCCCCN3CCN(c4cccc(Cl)c4Cl)CC3)cc2N1 | i | i
CC(C)OC(=O)CN1CCN(S(=O)(=O)c2cc(Cl)ccc2Cl)CC1 | 1571 | 1375
C=CCn1cc(-c2cccc(C(F)(F)F)c2)cc(C#N)c1=O | 2232 | 1639
CCc1cc2c(=O)[nH]c(COC)nc2s1 | 1524 | 1399
CC(NC(=O)COC(=O)c1ccc(N(C)C)cc1)c1ccccc1 (stereo not drawn) | 1773 | 1490
CCc1nnc(NC(=O)CSc2nnc3c4ccccc4n(C)c3n2)s1 | 2173 | 1601
Cc1ccc(OCCNc2cc(N3CCN(CCO)CC3)ccc2[N+](=O)[O-])cc1C | 1795 | 1481
CC(Oc1ccc(Cl)cc1Cl)c1ccnc2nc(N3CCOCC3)nn12 (stereo not drawn) | 1889 | 1419
Cc1ccc(-c2nc3cccnc3s2)cc1NS(=O)(=O)c1cccs1 | 2199 | 1429
O=C(O)c1ccc(-c2ncc[nH]2)cc1 | 1588 | 1569
CC(C)(C(=O)O)n1cncn1 | 2060 | 1642
Cn1ccnc1C(=O)C1CCCN(Cc2cn[nH]c2-c2ccc(-c3ccccc3)cc2)C1 (stereo not drawn) | 1959 | 1424
CC(=O)N1CCCc2cc(S(=O)(=O)N3CCN(C4CCCCC4)CC3)ccc21 | 1710 | 1462
CC1(C)CC(=O)C2=C(C1)OC(N)=C(C#N)C2c1cn(-c2ccccc2)nc1-c1ccc(F)cc1 (stereo not drawn) | 1758 | 1468
O=C(O)C(Cc1c[nH]c2ccccc12)N1C(=O)C2C3c4ccccc4C(c4ccccc43)C2C1=O (stereo not drawn) | 1765 | 1633
COc1ccccc1N(C)S(=O)(=O)c1ccc(Cl)c(C(=O)OCc2c(C)noc2C)c1 | 1738 | 1434
CCc1noc(C)c1C(=O)N1CCCC(C(=O)c2ccc(OC)c(F)c2)C1 (stereo not drawn) | 1717 | 1407
CN(Cc1cccs1)C(=O)/C=C/c1ccccc1[N+](=O)[O-] | 1853 | 1547
